From PubChem
TRPC6 inhibitor: mouse TRPC6 channel inhibition; B-score at 10 µM; hit rate 1.1% among 310,000; HEK293-TRPC6, membrane potential dye, ACh-evoked depolarization; hits give low values; Q61143;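 active = B-score under library mean minus 3 SD, initial fluorescence not abnormally high, positive integrated signal ratio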;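 also: B-score derived from integrated fluorescence ratio over the kinetic read; more negative B-score means stronger inhibition of depolarization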
Target sequence (Q61143 whole entry, looked up): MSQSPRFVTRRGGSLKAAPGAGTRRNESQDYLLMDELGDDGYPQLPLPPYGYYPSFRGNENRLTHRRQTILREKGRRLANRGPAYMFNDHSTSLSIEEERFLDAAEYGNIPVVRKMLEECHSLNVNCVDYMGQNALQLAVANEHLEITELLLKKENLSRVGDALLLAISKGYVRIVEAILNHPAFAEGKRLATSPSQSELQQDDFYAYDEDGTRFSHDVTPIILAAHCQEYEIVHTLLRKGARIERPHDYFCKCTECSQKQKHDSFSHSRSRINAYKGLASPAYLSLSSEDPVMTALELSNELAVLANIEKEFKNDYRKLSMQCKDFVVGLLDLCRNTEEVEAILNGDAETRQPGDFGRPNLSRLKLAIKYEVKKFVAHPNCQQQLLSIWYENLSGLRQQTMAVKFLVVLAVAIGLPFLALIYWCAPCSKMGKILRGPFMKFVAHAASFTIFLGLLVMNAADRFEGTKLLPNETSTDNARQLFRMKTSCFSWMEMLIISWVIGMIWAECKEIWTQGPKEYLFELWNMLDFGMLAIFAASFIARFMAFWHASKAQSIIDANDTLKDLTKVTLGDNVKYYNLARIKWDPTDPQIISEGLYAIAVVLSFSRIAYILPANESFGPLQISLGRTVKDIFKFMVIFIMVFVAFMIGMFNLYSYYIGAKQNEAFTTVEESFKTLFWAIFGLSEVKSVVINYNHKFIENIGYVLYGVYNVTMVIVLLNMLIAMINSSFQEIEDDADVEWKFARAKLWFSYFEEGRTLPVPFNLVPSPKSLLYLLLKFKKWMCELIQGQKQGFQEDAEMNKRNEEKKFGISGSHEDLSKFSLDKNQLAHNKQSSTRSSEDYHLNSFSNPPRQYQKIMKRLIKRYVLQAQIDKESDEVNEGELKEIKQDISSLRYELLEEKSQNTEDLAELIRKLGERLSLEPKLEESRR
MrgX1 agonist: agonists of human MrgX1 receptor. B-score at 10 µM. AID 588627. MrgX1-HEK293 cells, Fluo-4 calcium fluorescence, agonist mode; hits give high values. Q96LB2. hit rate 0.44% among 310,000;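 active = calcium response B-score plate-corrected fluorescence ratio at least 3 library SD, with starting fluorescence B-score inside 5 SD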
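Material: HEK293 cells stably expressing human MrgX1 receptor | Quantity: 15,000 cells per well | Times: Cells plated overnight, dye loaded 0.5 h 37 °C, 0.5 h room temperature | Measured by: Kinetic Fluo-4 NW fluorescence of intracellular calcium | Control set: Positive and negative controls per plate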
MrgX1 allo act: human MrgX1 positive allosteric modulation, primary screen | Q96LB2 | MrgX1-HEK293, Fluo-4 calcium flux, FDSS; hits give high values | B-score at 10 µM | hit rate 0.63% among 310,000 | AID 588675;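 active = plate-corrected calcium response at least 3 library SD above typical, normal starting fluorescence, not activating the receptor alone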;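 also: compound read alongside a low EC10 to EC30 dose of BAM8-22 agonist; peak minus trough fluorescence over baseline measured at the second addition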
TRPC6 activator: activates the mouse TRPC6 cation channel; Q61143; HEK293-TRPC6 membrane potential dye fluorescence; hits give high values; B-score at 10 µM; hit rate 0.13% among 310,000;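 active = B-score of the integrated fluorescence ratio above library mean plus 3 SD, and starting fluorescence ratio within library mean plus 5 SD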;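 also: higher score means more depolarization so channel activation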
SKKanGAS inh: inhibitors of SKKanGAS S. pyogenes growth in kanamycin (SK-promoter or general growth effect); hit rate 1.3% among 300,000; inhibition, % at 7.5 µM; BacTiter-Glo, 6 h;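 active = mean replicate score, as percent of positive control median, at least 50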;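 also: strain carries kanamycin resistance gene driven by streptokinase promoter and grows in 40 µg/ml kanamycin; loss of luminescence reflects streptokinase promoter inhibition or plain growth inhibition; 0% = median of DMSO wells and 100% = positive control at its reference dose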
ANO1 activ: activators or potentiators of mouse TMEM16A chloride channel; Q8BHY3; HEK293 TMEM16A/YFP-H148Q/I152L, iodide quench fluorescence; hits give low values; B-score at 10 µM; hit rate 0.3% among 340,000; AID 623877;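 active = fluorescence-ratio B-score plate-corrected deviation score at least 3 library SD below zero, with starting fluorescence score within 5 deviations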;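 also: channel opened by trigger with iodide after compound preincubation; score built on the fluorescence ratio of max minus min over baseline; more negative score means more quench and so TMEM16A activation or potentiation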
TRPC4 PAM: TRPC4 (mouse) allosteric potentiation. Q9QUQ5. HEK293 TRPC4beta/mu-opioid, DAMGO EC20, Fluo-4 Ca2+ flux; hits give high values. B-score at 10 µM. hit rate 0.42% among 310,000. AID 2227;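 active = B-score of calcium response area above 5 SD of library B-scores, with initial fluorescence ratio within 5 SD of library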;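 also: B-score of integrated fluorescence ratio over time as area under calcium response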
MrgX1 antag: human MrgX1 receptor antagonism, primary screen. MRGX1-HEK293 calcium flux, Fluo-4, BAM8-22 antagonism; hits give low values. B-score at 10 µM. hit rate 1.3% among 310,000. AID 588676;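 active = calcium-response B-score plate-corrected more than 3 library SD below zero, starting fluorescence within 5 deviations, no agonist response on first addition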;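 also: peak minus trough fluorescence over baseline after final BAM8-22 challenge near maximal dose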
TMEM16A inh: mouse TMEM16A channel inhibition, primary screen. Q8BHY3. HEK293 TMEM16A/YFP iodide influx fluorescence, ionomycin. normalized B-score (activity score, 25-100; higher = stronger inhibition) at 10 µM. hit rate 1.2% among 310,000;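 active = ratio plate-corrected score three or more library SD toward inhibition, starting fluorescence score within five deviations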;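 also: score derived from kinetic fluorescence span divided by baseline fluorescence per well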
TRPC4 inh: inhibitors of mouse TRPC4 channel. Q9QUQ5. HEK293 TRPC4beta/mu-opioid, DAMGO-evoked Fluo4 calcium flux; hits give low values. B-score at 10 µM. hit rate 0.39% among 300,000. AID 2247;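 active = B-score over 3 SD under the library average, no early fluorescence shift, positive overall ratio signal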
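System: stable TRPC4beta/mu-opioid receptor HEK293 cells; Dosing: single-point compound dosing; Measured by: Fluo4 Ca2+ flux fluorescence; Read-out basis: per-well B score of integrated baseline-normalized Fluo4 ratio.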
TRPC4 agonist: activators of mouse TRPC4 channel; hit rate 0.49% among 310,000; B-score at 10 µM; Q9QUQ5; HEK293 TRPC4beta/mu-opioid, Fluo4 calcium fluorescence; hits give high values; AID 2237;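 active = B-score above 5 SD of library B-scores, and initial fluorescence ratio not above library mean plus 5 SD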;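 also: positive B-score marks a calcium rise read as TRPC4 activation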
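system = HEK293 cells stably co-expressing mouse TRPC4beta and mu-opioid receptor | schedule = Fluo4 dye loading 45 min at room temperature, 110 s recording | measure = B-scored integrated calcium fluorescence ratio | signal = Fluo4 calcium-sensitive dye fluorescence, kinetic, 1 Hz baseline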
The depositor's hits bear a star; i = inactive; nt = not tested or not shown.

SMILES | TRPC6 inhibitor | MrgX1 agonist | MrgX1 allo act | TRPC6 activator | SKKanGAS inh | ANO1 activ | TRPC4 PAM | MrgX1 antag | TMEM16A inh | TRPC4 inh | TRPC4 agonist
CCc1ccc(NC(=O)C2CCN(S(=O)(=O)c3c(C)noc3/C=C/N(C)C)CC2)cc1 | i | i | i | i | 4 | i | i | i | i | i | i
COc1cc(C=O)ccc1OCCCCOc1ccccc1[N+](=O)[O-] | i | i | i | i | 2 | i | i | i | i | i | i
C=CCN(CC=C)S(=O)(=O)c1ccc(NC(=S)NC(=O)/C=C/c2ccc(C)cc2)cc1 | i | i | i | i | 2 | i | i | i | i | i | i
CC1Sc2ccc(C(=O)Nc3ccc(S(=O)(=O)N(C)C)cc3)cc2NC1=O (stereo not given) | i | i | i | i | -4 | i | i | i | i | i | i
CC(C)(C)C(=O)OCc1cn(-c2ccc(Cl)cc2)nn1 | i | i | i | i | 3 | i | i | i | i | i | i
COC(=O)C1CCCCN1C(=O)CCc1nnc(CCc2c[nH]c3ccccc23)o1 (stereo not given) | i | i | i | i | -12 | i | i | i | i | i | i
COc1ccc(Cn2cnc3sccc3c2=O)cc1 | nt | i | i | nt | nt | i | nt | i | i | nt | nt
CCOC(=O)c1ccc(-c2ccc(/C=N/NC(=O)CN(c3cccc(C)c3)S(C)(=O)=O)o2)cc1 | i | i | i | i | 3 | i | i | i | i | i | i
O=C(c1ccccc1)N1CCCC(C(=O)N2CCc3ccccc3C2)C1 (stereo not given) | i | i | i | i | -1 | i | i | i | i | i | i
CCOC(=O)c1ccccc1NC(=O)c1ccc(NS(C)(=O)=O)cc1 | i | i | i | i | -6 | i | i | i | i | i | i
COc1ccc2nc(C)cc(SCC(=O)N/N=C/c3c(OC)ccc4ccccc34)c2c1 | i | i | i | i | 1 | i | i | i | i | i | i
Cc1cccc(OCC(=O)NCC(=O)n2nc(C)cc2C)c1 | i | i | i | i | 12 | i | i | i | i | i | i
CNC(=O)NC(=O)C(OC(=O)Cc1cccc(C(F)(F)F)c1)c1ccccc1 (stereo not given) | i | i | i | i | -2 | i | i | i | i | i | i
COc1ccccc1C1CCN(Cc2cccc([N+](=O)[O-])c2)CC1 | i | i | i | i | -4 | i | i | i | i | i | i
O=C(Nc1ccnn1C1CCN(C/C=C/c2ccccc2)CC1)c1ccccc1Cl | i | i | i | i | 4 | i | i | i | i | i | i
CC(=O)c1ccc(N2CCC(c3cc(-c4ccc(Cl)cc4)n[nH]3)CC2)c([N+](=O)[O-])c1 | i | i | i | i | 88* | i | i | i | i | i | i
C/C(CS(=O)(=O)c1ccc(Cl)c(Cl)c1)=N/NC(N)=S | i | i | i | i | 4 | -8.5* | i | i | i | i | i
CCN(CC)c1cc2nonc2c2nonc12 | i | i | i | i | 2 | i | i | i | i | i | i
CCOC(=O)N1CCN(C(=O)CCSCCc2ccncc2)CC1 | i | i | i | i | -1 | i | i | i | i | i | i
COc1ccc(-c2cc(=O)oc3cc(OCC(=O)NCC(O)c4ccccc4)ccc23)cc1 (stereo not given) | i | i | i | i | 0 | i | i | i | i | i | i
NC(=NCCc1c[nH]c2ccccc12)NS(=O)(=O)c1ccc(F)cc1 | i | i | i | i | -11 | i | i | i | i | i | i
Cc1nn(CC(=O)NCc2cccs2)c(=O)c2nn(-c3ccccc3)c(C)c12 | i | i | i | i | 0 | i | i | i | i | i | i
Cc1ccc(C(=O)NCc2ccc3c(c2)CCO3)cc1C | i | i | i | i | 13 | i | i | i | i | i | i
O=C(c1ccc([N+](=O)[O-])o1)N1CCc2ccccc2C1 | i | i | i | i | 19 | i | i | i | i | i | i
COc1ccc(C(=O)Nc2cccc(N(C)S(C)(=O)=O)c2)cc1OC | i | i | i | i | -15 | i | i | i | i | i | i

Next records
SMILES | TRPC6 inhibitor | MrgX1 agonist | MrgX1 allo act | TRPC6 activator | SKKanGAS inh | ANO1 activ | TRPC4 PAM | MrgX1 antag | TMEM16A inh | TRPC4 inh | TRPC4 agonist
Cc1ccc(S(=O)(=O)N2CCOCC2)cc1NC(=O)COC(=O)CCC(=O)c1cccs1 | i | i | i | i | 3 | i | i | i | i | i | i
COc1ccc(N(CC(=O)Nc2c(C)n(C)n(-c3ccccc3)c2=O)S(=O)(=O)c2ccc(F)cc2)cc1 | i | i | i | i | -2 | i | i | i | i | i | i
Cc1ccc(OCC(=O)N/N=C\c2ccc(O)cc2)c([N+](=O)[O-])c1 | i | i | i | i | -4 | i | i | i | i | i | i
COc1ccc(OCCSc2nc3ccccc3c(=O)[nH]2)cc1 | i | i | i | i | -12 | i | i | i | i | i | i
O=C(c1ccc2c(=O)n(Cc3ccccc3)c(=S)[nH]c2c1)N1CCOCC1 | i | i | i | i | 8 | i | i | i | i | i | i
COc1ccc(-c2noc(CSc3nnc(-c4ccncc4)n3-c3ccc(F)cc3)n2)cc1OC | nt | i | i | nt | nt | i | nt | i | i | nt | nt
CCOC(=O)CN(C(=O)COc1nc(C)cc(C)c1C#N)c1cccc(Cl)c1 | i | i | i | i | -9 | i | i | i | i | i | i
CC(=O)NS(=O)(=O)c1ccc(NC(=O)COc2ccc(C(=O)c3ccccc3)cc2)cc1 | i | i | i | i | 11 | i | i | i | i | i | i
O=C(CCc1ccccc1)NCCc1cccs1 | i | i | i | i | -3 | i | i | i | i | i | i
CC1(c2ccc([N+](=O)[O-])cc2)NC(=O)NC1=O (stereo not given) | i | i | i | i | -5 | i | i | i | i | i | i
COC(=O)C1=C(C)NC(=O)/C1=C\N(C)C | i | i | i | i | 3 | i | i | i | i | i | i
Cc1ccc(Cl)cc1N1CCN(Cc2nnnn2Cc2ccco2)CC1 | i | i | i | i | -4 | i | i | i | i | i | i
Cc1ccc(N/N=C2\CCS(=O)(=O)c3sccc32)cc1 | i | i | i | i | 34 | i | i | i | i | i | i
CC(C)CCNc1nc2c(c(=O)n(Cc3cccc(F)c3)c(=O)n2C)n1C | i | i | i | i | 0 | i | i | i | i | i | i
CC(C)[C@H](NS(=O)(=O)c1cccc(Cl)c1)C(=O)OCC(=O)N1CCN(c2ccccc2)CC1 | i | i | i | i | 2 | i | i | i | i | i | i
Cc1ccc(NC(=S)N(Cc2ccco2)C(C)c2cccs2)cc1 (stereo not given) | i | i | i | i | 1 | i | i | i | i | i | i
CN1CCN(C(=S)c2cn(Cc3ccccc3)c3ccccc23)CC1 | i | i | i | i | 9 | i | i | i | i | i | i
O=C(CN1CCN(Cc2ccccc2)CC1)N/N=C/c1ccccc1F | i | i | i | i | -4 | i | i | i | i | i | i
Cc1cc(SCC(=O)Nc2ccccc2)nc(C)n1 | i | i | i | i | 1 | i | i | i | i | i | i
O=C(Nc1cccc(NC(=O)C2CCCO2)c1)C1CCCO1 (stereo not given) | i | i | i | i | 12 | i | i | i | i | i | i
CC(=O)N1CCN(c2ccc(NC(=O)c3ccccc3)cc2)CC1 | i | i | i | i | -1 | i | i | i | i | i | i
O=[N+]([O-])c1ccc(O)c(/C=N/Nc2ncnc3c2cnn3-c2ccccc2)c1 | i | i | i | i | 88* | i | i | i | i | i | i
CCOC(=O)C[C@H]1c2ccccc2S(=O)(=O)N1C1CC1 | i | i | i | i | 1 | i | i | i | i | i | i
Cc1ccc(S(=O)(=O)N(CC(=O)Nc2cccc(C(F)(F)F)c2)C(=O)N2CCN(C)CC2)cc1 | i | i | i | i | -6 | i | i | i | i | i | i
CCN(CC)c1nc2n(c(=S)n1)CCS2 | i | i | i | i | -6 | i | i | i | i | i | i

New compounds follow:
SMILES | TRPC6 inhibitor | MrgX1 agonist | MrgX1 allo act | TRPC6 activator | SKKanGAS inh | ANO1 activ | TRPC4 PAM | MrgX1 antag | TMEM16A inh | TRPC4 inh | TRPC4 agonist
CCC(NC(=O)NC1CCCCC1)c1ccccc1 (stereo not given) | i | i | i | i | 3 | i | i | i | i | i | i
CC(C)Cc1nnc(NC(=O)C2CCN(C(=O)c3ccc(Cl)cc3)CC2)s1 | i | i | i | i | -8 | i | i | i | i | i | i
Cc1ccsc1CN(C)Cc1nc(C2CC2)no1 | i | i | i | i | 10 | i | i | i | i | i | i
CS(=O)(=O)Nc1ccc(-c2ccc(/C=C3\SC(N)=NC3=O)o2)cc1 | i | i | i | i | 6 | i | i | i | i | i | i
Cc1ccc(-c2csc(=Nc3cccnc3)n2CCCn2ccnc2)cc1C | -5.4* | i | i | i | -4 | i | i | i | 25* | i | i
COc1ccc(S(=O)(=O)N2CCCCC2)cc1NC(=O)C1CC(=O)N(c2ccc3c(c2)OCCO3)C1 (stereo not given) | i | i | i | i | 14 | i | i | i | i | i | i
O=S(=O)(NCC(c1ccco1)N1CCN(c2ccccc2F)CC1)c1ccc2c(c1)OCCO2 (stereo not given) | i | i | i | i | -3 | i | i | i | i | i | i
C=CC(COCc1ccccc1)N(Cc1ccccc1)S(=O)(=O)c1ccccc1Br (stereo not given) | i | i | i | i | 6 | -5* | i | i | i | i | i
CN(C)c1ccc(/C=[N+](\[O-])C(C)(C)/C=N/O)cc1 | i | i | i | i | -2 | i | i | i | i | i | i
CCN(CC)S(=O)(=O)c1cc(C(=O)OCC(=O)NC(=O)c2cccn2C)ccc1C | i | i | i | i | 3 | i | i | i | i | i | i
O=C(Nc1ccc(Cl)c([N+](=O)[O-])c1)ONC1=NCCCCC1 | i | i | i | i | 1 | i | i | i | i | i | i
CCc1nnc(NC(=O)c2ccc(NC(=O)C(C)C)cc2)s1 | i | i | i | i | -13 | i | i | i | i | i | i
O=C(NCC(=O)N1CCC(Cc2ccccc2)CC1)c1ccc(Cl)cc1 | i | i | i | i | -7 | i | i | i | i | i | i
Fc1ccc(NC(=S)NCc2ccccc2)cc1 | i | i | i | i | -3 | i | i | i | i | i | i
COc1cccc(-c2cc(C(F)(F)F)n3ncc(C(=O)NCC4CCCO4)c3n2)c1 (stereo not given) | i | i | i | i | 11 | i | i | i | i | i | i
CS(=O)(=O)NNC(=O)Cn1nnc(-c2cc(C(F)(F)F)cc(C(F)(F)F)c2)n1 | i | i | i | i | -5 | i | i | i | i | i | i
COc1ccc(-c2nnc(SCC(=O)OC3CCCCC3)o2)cc1OC | i | i | i | i | nt | i | i | i | i | i | i
Cc1ccc(Cl)cc1N1CCN(C(=O)CCS(=O)(=O)c2ccc3c(c2)NC(=O)CO3)CC1 | i | i | i | i | 1 | i | i | i | i | i | i
